GPR151 activ = activators of human GPR151; Q8TDV0; activation, % at 11.2 µM; actives 1% (n = 650,000); AID 1508602; PathHunter beta-arrestin GPR151 cells, luminescence; in the data active means activation above about 4.9%;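 further: 0% = median of compound wells and 100% = cells with positive control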
FBW7 activator = activators of human E3 ligase FBW7. Q969H0. AlphaScreen FBW7–phospho-cyclin E peptide binding, activator screen. normalized activity (activation), % at 26.1 µM. actives 0.13% (n = 650,000). AID 1259310; in the data active means normalized activity above about 1.9%;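 further: purified mutant Fbw7 with reduced substrate affinity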
Target sequence (Q969H0 whole entry, looked up): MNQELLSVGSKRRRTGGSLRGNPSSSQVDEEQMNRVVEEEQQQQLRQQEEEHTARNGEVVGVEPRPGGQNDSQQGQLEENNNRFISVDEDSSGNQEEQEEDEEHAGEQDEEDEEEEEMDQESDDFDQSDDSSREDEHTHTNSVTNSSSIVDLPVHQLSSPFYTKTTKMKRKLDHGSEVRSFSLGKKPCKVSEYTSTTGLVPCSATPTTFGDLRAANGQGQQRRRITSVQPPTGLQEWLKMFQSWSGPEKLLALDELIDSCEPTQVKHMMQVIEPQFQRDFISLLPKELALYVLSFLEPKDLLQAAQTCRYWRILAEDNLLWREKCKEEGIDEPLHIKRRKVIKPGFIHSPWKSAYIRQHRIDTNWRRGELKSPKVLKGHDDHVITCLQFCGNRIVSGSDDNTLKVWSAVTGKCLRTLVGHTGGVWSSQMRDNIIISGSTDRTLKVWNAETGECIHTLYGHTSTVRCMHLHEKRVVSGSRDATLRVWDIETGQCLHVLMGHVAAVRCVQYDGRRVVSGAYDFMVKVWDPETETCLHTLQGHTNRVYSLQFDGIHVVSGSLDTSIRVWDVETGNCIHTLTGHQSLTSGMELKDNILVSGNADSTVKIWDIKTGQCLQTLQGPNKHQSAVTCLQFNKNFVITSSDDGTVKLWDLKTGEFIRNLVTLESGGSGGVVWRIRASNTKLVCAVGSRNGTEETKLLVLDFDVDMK
TEAD-YAP inh = TEAD-YAP interaction inhibition | HEK-TIYL cells, TEAD-Gal4/YAP UAS-luciferase luminescence | inhibition, % at 9.12 µM | actives 1.4% (n = 640,000); in the data active means inhibition above about 32%;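 further: 0% = median of test compound wells and 100% = reference inhibitor wells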
MITF primary = blocks human microphthalmia-associated transcription factor. inhibition, % at 2.6 µM. O75030. AlphaScreen MITF homodimerization, bead proximity signal. actives 0.91% (n = 650,000); in the data active means inhibition above about 50%;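 further: 0% = vehicle wells with protein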
An asterisk follows results filed as active.

SMILES	GPR151 activ	FBW7 activator	TEAD-YAP inh	MITF primary
CCN1/C(=C2\C(=O)N=C(C)N2c2ccccc2)C=Cc2ccc(C)cc21	-0.8	0.1	9	8
CN(Cc1cscn1)C(=O)C1CC12CCN(Cc1ccc3c(c1)CCO3)CC2 (configuration not stated)	0.6	0.1	-10	-8
CN(C)Cc1c(O)ccc2cc(-c3ccc(Cl)cc3)c(=O)oc12	-0.6	1.1	2	-17
O=C1Cc2cc(S(=O)(=O)Nc3ccccn3)cc3c2N1CCC3	-0.5	0.1	-4	4
CCOc1c(O)cc2c(C)cc(=O)oc2c1OCC	0.2	0.1	-1	6
COC(=O)C1=C(C)NC2=C(C(=O)c3ccccc32)C1c1ccc(O)c(Br)c1 (configuration not stated)	1.5	-0.1	-3	0
COc1cccc(CN2CCC(C(=O)NCCC(C)C)CC2)c1O	2.1	0.1	4	1
Cc1cccc(-c2cc(NCC3CCCO3)ncn2)c1 (configuration not stated)	-2.9	0.7	-19	15
O=C(Nc1nc2c(Cl)ccc(Cl)c2s1)c1ccc([N+](=O)[O-])o1	1.0	0.0	11	-4
COc1ccc(-c2nc(NCCN(C(C)C)C(C)C)c3ncn(C4CCCCC4)c3n2)cn1	0.1	-0.2	-3	-1
COc1ccc(C(=O)NC(=S)Nc2ccc([N+](=O)[O-])cc2)cc1OC	-0.4	0.0	7	0
CCOC(=O)c1c(NC(=O)c2cccc(OC)c2)sc2c1CCC2	1.2	0.0	-8	-6
CC1=C(C(=O)Nc2ccc(Br)cc2)C(c2ccccc2)NC(=O)N1 (configuration not stated)	0.6	0.0	27	0
Cc1ccc(NC(=O)c2cc(C(C)C)n(-c3nc4ccccc4s3)n2)nc1	-0.9	-0.1	22	-1
CCOC(=O)c1cccc(P(C)(C)=O)c1	-0.1	0.1	4	-5
COc1cc(/C=C(/C#N)c2ccc(F)cc2)c([N+](=O)[O-])cc1OC	1.7	0.1	-9	0
COc1ccc(C2c3[nH]c4ccccc4c3CCN2C(=O)C2=C(C)OCCO2)c(F)c1 (configuration not stated)	-0.9	-0.1	-50	-7
C=CCOC(=O)/C(=C\c1ccc([N+](=O)[O-])cc1)NC(=O)c1ccc(Br)cc1	0.2	-0.2	-12	-1
CC(=O)Nc1nc(SCc2ccccc2)n[nH]1	0.7	0.1	-16	-5
COc1cc(-c2nc3cnccc3n2C)cc(OC)c1OC	-0.8	0.4	-9	3
Cc1ccnc(SCc2cc(=O)c(OC(=O)c3cccc([N+](=O)[O-])c3C)co2)n1	-0.9	-0.3	-1	10
COC(=O)c1c(NC(=O)c2ccc(S(=O)(=O)N(C)c3ccccc3)cc2)sc2c1CCN(C(C)C)C2	1.2	0.0	5	-12
CCc1ccc(OCC2c3cc(OC)c(OC)cc3CCN2C(=O)c2ccc(S(=O)(=O)N3CCCC3)cc2)cc1 (configuration not stated)	-0.2	0.1	19	17
Cc1ccc(Oc2ccc(S(=O)(=O)c3ccc(Cl)cc3)cc2)cc1C	2.4	0.1	3	2
c1ccc2c(NCC3CCCO3)ncnc2c1 (configuration not stated)	2.1	0.0	11	3

Grouped by structure, the compounds so far with a Cl atom
SMILES	GPR151 activ	FBW7 activator	TEAD-YAP inh	MITF primary
CN(C)Cc1c(O)ccc2cc(-c3ccc(Cl)cc3)c(=O)oc12	-0.6	1.1	2	-17
O=C(Nc1nc2c(Cl)ccc(Cl)c2s1)c1ccc([N+](=O)[O-])o1	1.0	0.0	11	-4
Cc1ccc(Oc2ccc(S(=O)(=O)c3ccc(Cl)cc3)cc2)cc1C	2.4	0.1	3	2

Individual results from the results shown:
CCOC(=O)c1cccc(P(C)(C)=O)c1 – FBW7 activator = 0.1
COc1ccc(C(=O)NC(=S)Nc2ccc([N+](=O)[O-])cc2)cc1OC – TEAD-YAP inh = 7

The list goes on:
SMILES	GPR151 activ	FBW7 activator	TEAD-YAP inh	MITF primary
C#CCN1C(=O)C2(OCCO2)c2ccccc21	1.0	0.0	-15	-4
CC1CCN(C(=O)CCc2ccc(S(=O)(=O)NC(C)(C)C)cc2)CC1	0.3	0.4	0	0
Cc1cc(NS(=O)(=O)c2ccc(NC(=O)c3ccc(Cl)cc3[N+](=O)[O-])cc2)no1	-0.4	0.1	6	15
C/C(=N/NC(=O)CCC(=O)Nc1ccc(F)cc1)c1ccc(Br)cc1	1.7	0.0	16	6
O=[N+]([O-])c1cc(Oc2ccc(C(F)(F)F)cc2)cc(Oc2ccc3c(c2)oc2ccccc23)c1	-0.7	0.1	2	-1
Cc1occc1C(=O)Nc1cccnc1	1.4	0.2	-1	7
c1ccc2c(c1)nc1sc3c(n12)CCCC3	-0.4	0.1	-14	9
Cc1nnc(SCC(=O)Nc2sc3c(c2C#N)CCCC3)s1	0.9	0.1	15	9
CCc1ccccc1N(CC(=O)NCc1ccccn1)S(=O)(=O)c1ccc(C)cc1	1.1	0.7	6	-4
Cc1cccc(N2C(=O)C(=O)/C(=C(/O)c3ccccc3)C2c2cccc(F)c2)c1 (configuration not stated)	0.3	-0.1	-6	-2
COc1ccc(NC(=O)[C@H](CCS(C)(=O)=O)N2Cc3ccccc3C2=O)cc1Cl	-0.3	1.1	10	21
Cc1cc2ncn(Cc3noc(CCN4CCOCC4)n3)c2cc1C	0.5	0.0	-1	-5
O=C(N/N=C/c1ccccc1)c1[nH]ncc1Br	-7.2	1.7	-48	16
Cc1nn(-c2ccccc2)c(C)c1/C=N/n1cn[nH]c1=S	-0.1	0.0	-14	3
CCOc1cc(/C=C2\SC(=N)N(c3nonc3N)C2=O)ccc1OCCN1CCOCC1	1.6	-0.1	-4	-7
COc1ccc(/C=C(\NC(=O)c2ccccc2)C(=O)N2CCCCC2)cc1OC	0.3	0.3	-5	13
O=C1CC(C(=O)NCc2ccco2)Cc2nc(NC(=O)C3CCC3)sc21 (configuration not stated)	-0.1	-0.1	-15	-2
COc1ccc(C(=O)OC(C)C(=O)Nc2c(C)n(C)n(-c3ccccc3)c2=O)cc1OC (configuration not stated)	0.2	0.2	11	-15
O=c1[nH]cnc2c1sc1ncccc12	0.8	0.6	7	7
CCC1CCC(c2ccc(C3=N/C(=C/c4cccc(OC)c4)C(=O)O3)cc2)CC1 (configuration not stated)	0.5	0.1	5	1
CCOC(=O)C1CCN(C2=NC(=O)/C(=C/c3ccc(OC)c(OC)c3)S2)CC1	0.3	0.1	-7	15
COc1cc(C(=O)Nc2ccc(NC(=O)c3ccccc3)cc2)cc(OC)c1OC	1.9	0.0	11	-9
CN(C)S(=O)(=O)c1ccc(C(=O)NCc2cccnc2)cc1	0.5	0.2	6	9
O=[N+]([O-])c1ccc(N/N=C/c2ccccc2Br)c([N+](=O)[O-])c1	-0.4	0.0	3	-2
Cn1cnn(CN(Cc2ccccc2)C(C)(C)C)c1=S	-2.4	-0.1	0	6
Other results follow.
SMILES	GPR151 activ	FBW7 activator	TEAD-YAP inh	MITF primary
Cc1ccc(S(=O)(=O)N2CCC(CN3C(=O)c4cccc5cccc(c45)C3=O)CC2)cc1	-1.2	-0.1	4	-2
CCN1CCN(c2ncc(C(=O)Nc3cc(Cl)ccc3OC)c3ccccc23)CC1	-0.6	0.8	9	11
O=C(NCc1cc(-c2ccc3c(c2)OCO3)on1)c1ccccc1Cl	0.8	-0.1	-21	8
N#CC1=C(N)Oc2n[nH]c(-c3ccccc3)c2C1c1ccc(OC(=O)N2CCOCC2)cc1 (configuration not stated)	0.1	0.2	-10	10
CC(=O)N1CCc2c(sc(NC(=O)c3cccc(Oc4ccccc4)c3)c2C(N)=O)C1	-0.1	-0.1	13	-67
CCOc1ccc(C(=O)Nc2cccc(C(C)=O)c2)cc1Br	-0.3	0.8	-31	42
COc1ccccc1Oc1ccc(N2C(=O)C3CC=CCC3C2=O)cc1 (configuration not stated)	-0.8	0.1	11	17
Cc1cccn2c(CN(C)CC3CCCCO3)c(C(=O)N3CCCCC3)nc12 (configuration not stated)	0.3	-0.2	-7	-4
CCSc1nc2n(n1)C(c1ccc(F)cc1)C1=C(CCCC1=O)N2 (configuration not stated)	1.3	0.0	5	-11
COc1ccc(S(=O)(=O)Nc2ccccc2F)cc1Cl	-0.9	0.0	1	1
CC(=O)c1ccc(N2CCN(CC3=CCC4CC3C4(C)C)CC2)cc1 (configuration not stated)	2.4	0.3	17	4
Cc1cc2c(cc1C)-c1c(ssc1=Nc1cccc(C)c1C)C(C)(C)N2	-0.7	0.0	-6	18
Cc1ccc(-c2cc(C(F)(F)F)n3nc(C(=O)Nc4ccccc4C(F)(F)F)cc3n2)cc1	-0.1	0.2	7	7
COc1ccc(NC(=S)N(CCCN2CCCC(C)C2)Cc2cccs2)cc1Cl (configuration not stated)	2.4	-0.1	6	3
Cc1ccc2nc(SCC(=O)Nc3ccccc3F)[nH]c2c1	0.2	-0.1	0	-6
C=C(C)CN(CC)Cc1cccc(OC)c1OC	0.1	-0.1	3	5
Cc1ccc(C(=O)CSc2nnnn2C)cc1C	0.2	-0.1	3	8
COc1cc(Nc2cc(C)nc(Nc3ccc4ncccc4c3)n2)cc(OC)c1OC	-2.4	0.1	22	16
CCCS(=O)(=O)N1CCCc2cc(NS(=O)(=O)c3ccc(OC)cc3C)ccc21	2.1	0.0	20	20
CCOC(=O)C1(CC2CC2)CCN(C(=O)c2cc(-c3ccccc3)n[nH]2)CC1	1.5	0.2	-5	14
CCOc1ccc(Nc2nc(O)c(C3=c4cc(Br)ccc4=NC3=O)s2)cc1	-0.2	-0.1	1	-2
O=C(c1nc2ccccn2c1CNCCc1ccccc1F)N1CCOCC1	-0.9	0.1	3	4
COc1ccc2o/c(=N\NC(=O)c3ccco3)c(C(N)=O)cc2c1	-0.6	-0.1	2	-3
O=C(COc1ccc(Cl)cc1)Nc1nnc(-c2cccs2)o1	-0.9	0.0	1	8
COc1ccc(-n2c(SCc3ccc(C(C)(C)C)cc3)nc3ccsc3c2=O)cc1	1.0	0.1	-6	-3

Of the compounds above, these contain a furan ring, fused or not.
SMILES	GPR151 activ	FBW7 activator	TEAD-YAP inh	MITF primary
O=C(Nc1nc2c(Cl)ccc(Cl)c2s1)c1ccc([N+](=O)[O-])o1	1.0	0.0	11	-4
O=[N+]([O-])c1cc(Oc2ccc(C(F)(F)F)cc2)cc(Oc2ccc3c(c2)oc2ccccc23)c1	-0.7	0.1	2	-1
Cc1occc1C(=O)Nc1cccnc1	1.4	0.2	-1	7
O=C1CC(C(=O)NCc2ccco2)Cc2nc(NC(=O)C3CCC3)sc21 (configuration not stated)	-0.1	-0.1	-15	-2
COc1ccc2o/c(=N\NC(=O)c3ccco3)c(C(N)=O)cc2c1	-0.6	-0.1	2	-3

Further compounds follow.
SMILES	GPR151 activ	FBW7 activator	TEAD-YAP inh	MITF primary
CCCNC(=O)c1cc(-c2ccccc2)n[nH]1	-0.2	0.2	-63	13
Cc1cc(C)c(C)c(S(=O)(=O)Nc2ccc(C(=O)N3CC(C)OC(C)C3)cc2)c1C (configuration not stated)	-2.3	-0.2	-8	-2
CCC(C)(C)N(C(=O)c1snc(C(N)=O)c1N)C(C)C(=O)NC1CCCC1 (configuration not stated)	-0.3	0.0	4	-1
O=C(c1cnoc1)c1cc(Cl)cc(Cl)c1O	-1.0	0.1	2	10
Cc1cccc(NC(=O)c2sc3nc(C)cc(C)c3c2N)n1	-2.3	-0.1	84*	-14
C#CCn1c(-c2nonc2N)nc2ccccc21	0.2	0.2	7	4
O=C(C1CCCC1)N1CCCC(c2nnc(-c3cccs3)o2)C1 (configuration not stated)	-1.6	-0.2	-3	8
COc1ccccc1CNC(=O)C1CCN(c2nn3c(=O)cc(C)nc3s2)CC1	-0.9	0.0	-2	8
COc1ccc(COCC(O)CN2CC(C)OC(C)C2)cc1OC (configuration not stated)	2.0	0.0	3	-1
CCOc1ccccc1NC(=O)C1CC(=O)c2ccccc21 (configuration not stated)	0.4	0.3	-17	5
N#CC1=C(N)Oc2cc(N)ccc2C1c1ccc(Cl)c(Cl)c1 (configuration not stated)	-2.0	0.0	3	15
CC(=O)Nc1ccc(NC(=O)c2cccc(F)c2)nc1	-0.7	0.1	-55	-3
CC(=O)c1ccc(N2CCN(CC(O)COC(C)c3ccc(Cl)cc3)CC2)cc1 (configuration not stated)	0.4	0.2	4	44
CCOC(=O)CC(NC(=O)c1cc([N+](=O)[O-])cc([N+](=O)[O-])c1)C(F)(F)F (configuration not stated)	-1.4	0.4	1	7
COc1cccc(NC(=O)C2C3C=CC4(O3)C2C(=O)N(Cc2ccccc2)C4C(=O)NC2CCCCC2)c1 (configuration not stated)	-0.8	0.2	-10	-5
CCCCN(C)C(=O)Cn1nc(CC)n2c(cc3sccc32)c1=O	0.0	0.0	10	5
Cc1ccc(C(=O)N/C(=C/c2ccco2)C(=O)NCC2CCCO2)cc1 (configuration not stated)	-1.0	0.0	1	-9
CC(=O)N1CCc2c([nH]c3ccc(F)cc23)C12CCN(CCC#N)CC2	0.4	-0.1	-16	1
CCOC(=O)CC(=O)CSc1nc2ccccc2c(=O)n1C1CCCCC1	-0.6	-0.2	-24	-6
O=C(CC1SC(=Nc2ccccc2)N(CCO)C1=O)Nc1ccc([N+](=O)[O-])cc1 (configuration not stated)	0.1	0.2	15	2
CCc1ccc(NC(=O)CSC2=C(C#N)C(c3ccccc3)C(C(=O)Nc3ccccc3OC)=C(C)N2)cc1 (configuration not stated)	-1.2	0.1	4	-22
CC1CCC(N2CCN(S(=O)(=O)c3ccc4ccccc4c3)CC2)CC1 (configuration not stated)	1.4	-0.3	7	14
